HKDC1 inhibitor: inhibitors of human hexokinase HKDC1; recombinant HKDC1, G6PDH/diaphorase resazurin coupled fluorescence; inhibition, % at 20 µM; 0.16% of 340,000 active; AID 493160;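 active means inhibition above about 35% when tested at 20 µM, limit read from the data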;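 further: plate controls were DMSO wells with enzyme for no effect and DMSO wells lacking enzyme for full effect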
Target sequence (Q2TB90 whole entry, looked up): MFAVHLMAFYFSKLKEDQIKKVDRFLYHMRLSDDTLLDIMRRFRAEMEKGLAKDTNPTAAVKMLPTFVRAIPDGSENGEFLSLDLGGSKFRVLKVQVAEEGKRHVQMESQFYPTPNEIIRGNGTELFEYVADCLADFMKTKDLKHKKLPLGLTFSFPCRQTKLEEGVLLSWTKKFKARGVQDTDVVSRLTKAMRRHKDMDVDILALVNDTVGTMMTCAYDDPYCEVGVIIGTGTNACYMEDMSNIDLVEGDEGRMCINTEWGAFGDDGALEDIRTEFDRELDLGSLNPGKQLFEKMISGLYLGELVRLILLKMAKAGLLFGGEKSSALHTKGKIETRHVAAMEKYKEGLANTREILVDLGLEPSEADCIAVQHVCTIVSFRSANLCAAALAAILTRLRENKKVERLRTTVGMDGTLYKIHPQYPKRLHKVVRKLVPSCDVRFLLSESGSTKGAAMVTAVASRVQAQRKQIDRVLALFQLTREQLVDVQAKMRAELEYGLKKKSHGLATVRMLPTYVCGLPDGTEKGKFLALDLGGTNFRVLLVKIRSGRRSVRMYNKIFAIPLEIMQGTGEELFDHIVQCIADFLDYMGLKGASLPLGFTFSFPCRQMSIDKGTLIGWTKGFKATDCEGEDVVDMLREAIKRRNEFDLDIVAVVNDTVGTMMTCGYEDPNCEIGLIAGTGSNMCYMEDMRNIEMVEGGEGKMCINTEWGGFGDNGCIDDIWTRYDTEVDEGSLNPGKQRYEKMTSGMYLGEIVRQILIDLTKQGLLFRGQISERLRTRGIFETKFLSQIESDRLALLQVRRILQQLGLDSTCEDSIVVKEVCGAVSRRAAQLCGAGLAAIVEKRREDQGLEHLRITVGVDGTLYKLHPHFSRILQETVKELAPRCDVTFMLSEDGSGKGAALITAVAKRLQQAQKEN
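Material – in-house recombinant HK5 (HKDC1) enzyme · Quantity – HKDC1 at 5 µg/mL · Buffer or medium – pH 8.0 Tris buffer with 10 mM MgCl2 · Reagent – glucose with 1 mM ATP · Dosing – single 20 µM dose · Times – reaction time 90 min, room temperature, protected from light · Technique – resorufin fluorescence at 613 nm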
Gli-Sufu block: Gli-Sufu pathway antagonism. Sufu-KO-LIGHT fibroblasts, Gli luciferase reporter luminescence. inhibition, % at 5 µM. 0.74% of 340,000 active;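 active means inhibition above about 55%, limit read from the data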;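 further: 0% = DMSO-treated cells and 100% = wells with medium but no cells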
SENP7 inh: blocks the human protease SENP7. Q9BQF6. recombinant SENP7, Z-RLRGG-aminoluciferin luminescence, 40 min. inhibition, % at 5 µM. 1.5% of 330,000 active. AID 434973;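 active means inhibition above about 50% at the single test dose, limit read from the data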;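 further: plate controls were DMSO with enzyme for no effect and no enzyme buffer wells for full effect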
697 NFkB inh: lowers PMA/ionomycin-induced NF-kB signal in 697 B cells; inhibition, % at 4 µM; 0.33% of 330,000 active; AID 435022; 697 B-cell NF-kB luciferase reporter, 16 h; in the data active means inhibition above about 35%
UBC13 polyUb: inhibitors of human UBC13 polyubiquitin chain formation | TR-FRET | P61088 | inhibition, % at 20 µM | 0.47% of 330,000 active; in the data active means inhibition above about 45%, passing the limit was not always enough
Target sequence (P61088 whole entry, looked up): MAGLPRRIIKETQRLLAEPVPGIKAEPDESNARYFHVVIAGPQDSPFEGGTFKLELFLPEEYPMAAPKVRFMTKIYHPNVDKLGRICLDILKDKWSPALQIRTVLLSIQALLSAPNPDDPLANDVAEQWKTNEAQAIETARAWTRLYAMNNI
Jurkat NFkB inh: lowers PMA/ionomycin-induced NF-kB signal in Jurkat cells; 0.53% of 330,000 active; PMA/ionomycin-induced NF-kB luciferase reporter, luminescence; AID 435003; inhibition, % at 4 µM
SENP8 inh: SENP8 protease inhibition; purified SENP8, Z-RLRGG-aminoluciferin cleavage, luminescence; 1.2% of 330,000 active; Q96LD8; inhibition, % at 10 µM
Apaf1 inhib: human Apaf-1 inhibition; reconstituted apoptosome caspase-3 activity, DEVD-Rh110 fluorescence; inhibition, % at 20 µM; 0.71% of 330,000 active; active means inhibition of at least 40% at 20 µM;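 further: plate controls were DMSO wells for no effect and DEVD-CHO caspase inhibitor wells for full effect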
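Material: cell-free apoptosome with Apaf-1, procaspase-3 and caspase-9; Buffer or medium: Hepes pH 7.5 with detergent and BSA; Reagent: cytochrome c trigger plus (Z-DEVD)2-Rh110 caspase-3 substrate; Times: compound with Apaf-1, dATP, procaspase-3 30 min, then 50 min reaction, room temperature; Technique: Rh110 fluorescence intensity.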
The depositor's hits bear a star; / = not tested or not shown. Unless noted, no stated cut-off is given here; in the data, active means inhibition above about 50%; inactive means the rest.

Structure	HKDC1 inhibitor	Gli-Sufu block	SENP7 inh	697 NFkB inh	UBC13 polyUb	Jurkat NFkB inh	SENP8 inh	Apaf1 inhib
C/C(Cl)=C\Cn1c(Nc2ccc(C)cc2)nc2c1c(=O)n(C)c(=O)n2C	-2	-14	5	-11	3	17	-6	13
O=C(Nc1cc(C(F)(F)F)ccc1N1CCOCC1)c1cnccn1	-4	-5	2	-19	4	26	-2	1
Cc1ccc(/C=C2\SC(=S)N(CCCC(=O)Nc3cccc(C(=O)O)c3)C2=O)cc1	10	51	61*	76*	-17	-4	87*	24
COc1ccc(S(=O)(=O)N2CCCCCC2)cc1C(=O)N(C)CCOc1ccccc1	-1	-6	5	-5	18	17	-4	55*
COCCNC(=O)CNC(c1ccccc1)c1ccccc1	/	/	-3	1	-13	-15	-4	-1
COc1ccc(CNC(=O)COc2ccccc2C(=O)c2cnn(-c3ccccc3)c2)cc1OC	-2	-11	61*	-92	12	-104	56*	10
Cc1ccc(C(=O)OCC(=O)NC2CCCC2)cc1	-3	-6	0	18	4	-2	-3	-1
O=C(/C=C/Nc1ccccc1F)c1cccs1	0	-72	100*	-349	-4	-112	96*	4
CCCn1c(SCC(=O)N2CCCCC2)nc2c1c(=O)n(C)c(=O)n2C	0	-8	-11	-8	-4	2	-8	5
CCCOc1ccc(N2CC(C(=O)Nc3ccc4c(c3)OCO4)CC2=O)cc1 (stereo not given)	-7	5	-7	-10	-13	-1	5	-1
Cc1cc(C)cc(N2C(=O)N(c3ccccc3C)C3CS(=O)(=O)CC32)c1 (stereo not given)	-15	0	4	-38	-1	-15	-4	-15
Cc1ccc2cc(C#N)c(NCc3ccco3)nc2c1	0	-7	9	-42	6	-10	-1	-1
CCC1(c2ccc(F)cc2)NC(=O)N(CC(=O)Nc2ccc(C(N)=O)cc2)C1=O (stereo not given)	-4	31	3	4	-1	5	-6	6
S=c1[nH]nc(-c2ccccn2)n1/N=C/c1ccco1	-1	5	9	6	-4	-4	-5	-7
CC(C)CCOc1ccc(C(=O)C[N+]2(C)CCOCC2)cc1	-1	5	1	-14	0	-10	-7	0
COc1ccc(N(CC(=O)N2CCC(Cc3ccccc3)CC2)S(C)(=O)=O)cc1	-5	34	-8	-14	9	5	-4	8
Cc1ccc(CC2CC(=O)N(c3nc(C)cc(C)n3)C2=O)cc1 (stereo not given)	-10	-7	2	-2	9	13	4	-7
CCCC/C(O)=C/c1nc2ccccc2[nH]c1=O	-5	-1	8	-13	-7	-7	-1	-1
Cc1cc(C)cc(NC(=O)C(OC(=O)c2sccc2C)c2ccccc2)c1 (stereo not given)	-9	5	-15	-27	-8	10	-8	14
C=CCN(C(=O)c1ccc2snnc2c1)c1ccccc1	-12	14	-6	-19	-3	-3	-8	12
N#C/C(=C\c1ccc(N2CCOCC2)o1)C(=O)N1CCOCC1	-8	-9	3	7	-103	5	-4	-12
COc1ccccc1/C=C(/C(=O)OCC(=O)Nc1ccccc1C(C)C)c1ccccc1	-2	1	5	-24	8	11	-6	3
COc1cc(C)nc(N(C)C(C)=O)n1	-6	-1	11	-10	-1	0	-6	-17
Cn1c(SCC(=O)NNC(=O)Nc2ccc(Cl)cc2)nnc1-c1ccccc1	-2	-5	-9	14	5	16	7	-2
O=C(CSc1ccc(-c2cccs2)nn1)NCc1ccccc1Cl	/	/	3	21	6	-12	6	0

Complete entries, quoted from the list. Values in the order: HKDC1 inhibitor | Gli-Sufu block | SENP7 inh | 697 NFkB inh | UBC13 polyUb | Jurkat NFkB inh | SENP8 inh | Apaf1 inhib
Shown for `COc1cc(C)nc(N(C)C(C)=O)n1` : -6 | -1 | 11 | -10 | -1 | 0 | -6 | -17
Shown for `C/C(Cl)=C\Cn1c(Nc2ccc(C)cc2)nc2c1c(=O)n(C)c(=O)n2C` : -2 | -14 | 5 | -11 | 3 | 17 | -6 | 13
Shown for `CCCn1c(SCC(=O)N2CCCCC2)nc2c1c(=O)n(C)c(=O)n2C` : 0 | -8 | -11 | -8 | -4 | 2 | -8 | 5
Shown for `O=C(Nc1cc(C(F)(F)F)ccc1N1CCOCC1)c1cnccn1` : -4 | -5 | 2 | -19 | 4 | 26 | -2 | 1
Shown for `COc1ccccc1/C=C(/C(=O)OCC(=O)Nc1ccccc1C(C)C)c1ccccc1` : -2 | 1 | 5 | -24 | 8 | 11 | -6 | 3

Two entries drawn at random from the list so far, as already listed:
Structure	HKDC1 inhibitor	Gli-Sufu block	SENP7 inh	697 NFkB inh	UBC13 polyUb	Jurkat NFkB inh	SENP8 inh	Apaf1 inhib
Cc1ccc2cc(C#N)c(NCc3ccco3)nc2c1	0	-7	9	-42	6	-10	-1	-1
CCCn1c(SCC(=O)N2CCCCC2)nc2c1c(=O)n(C)c(=O)n2C	0	-8	-11	-8	-4	2	-8	5

The listing continues:
Structure	HKDC1 inhibitor	Gli-Sufu block	SENP7 inh	697 NFkB inh	UBC13 polyUb	Jurkat NFkB inh	SENP8 inh	Apaf1 inhib
CNC[C@H]1Oc2ccc(NC(=O)Nc3ccc(OC)cc3)cc2C(=O)N([C@@H](C)CO)C[C@H]1C	-3	-2	7	16	48*	2	-4	45*
CCOc1nc2ccccc2cc1/C=C/C(=O)O	-10	4	-10	-16	-6	8	-10	13
COc1cc(C(C)=O)ccc1OCC(O)CNCC(O)c1ccccc1 (stereo not given)	-5	6	-3	-23	-5	-28	-6	9
CCn1c(CNc2cccc(Cl)c2)nnc1SCC(=O)OC1CCCCC1	-1	1	37	-28	0	-1	1	2
S=C(NCCc1ccccc1)NCc1cccs1	-6	-25	2	-50	1	-20	-2	-16
CC1CCN(S(=O)(=O)c2cccc(C(=O)Nc3nccs3)c2)CC1	2	2	-7	-6	5	-10	-7	5
COCc1cc(C)nc(SCc2ccc(Br)cc2)c1C#N	1	8	-3	-13	1	16	0	-6
CCOC(=O)Cc1nnc(NC(=O)C(CC)Sc2nc(C)cc(C)n2)s1 (stereo not given)	4	6	-4	-7	-6	-5	-10	9
COc1cccc(C(=O)NCCS(=O)(=O)NCc2ccc(Cl)cc2)c1	-1	-2	-9	0	-1	2	-13	11
Cc1ccc(S(=O)(=O)NCc2nc3ccccc3c(=O)n2N)cc1	-9	7	9	7	4	13	-1	-4
Cc1ccc(NC(=O)C2CCN(c3nc(C)cc(C)n3)CC2)cc1	-8	1	-4	1	-1	13	-5	8
CC(=O)c1ccc(N2CCN(Cc3nc4ccccc4[nH]3)CC2)cc1	-3	9	4	-3	-4	0	4	5
CCn1c(SCC(=O)Nc2ccc(N3CCOCC3)cc2)nnc1-c1ccncc1	3	-5	4	9	0	-9	-1	2
Cc1ccc2cc(C#N)c(N3CCCN(S(=O)(=O)c4ccccc4)CC3)nc2c1C	1	-6	-10	-20	36	7	-17	12
COc1ccc(C(=O)CSc2nnnn2Cc2ccccc2)cc1	-4	-7	3	13	7	-16	0	14
Cc1ccc(S(=O)(=O)N2CCOCC2)cc1C(=O)NCc1ccco1	-11	6	-21	-24	-9	3	-5	-24
O=C(CCCN1C(=O)c2ccccc2C1=O)NCc1ccco1	-1	-4	5	0	4	-6	-4	-6
NC(=O)[C@@H]1CCCCNc2c(I)cc([N+](=O)[O-])cc2C(=O)N[C@@H](CCC(=O)O)C(=O)N[C@@H](CO)C(=O)N1	8	-9	-2	20	-15	1	4	-3
CCOC(=O)C1C(=O)NC(N2CCCCC2)=NC1C(C)C (stereo not given)	-4	-2	1	-9	0	6	6	1
COc1ccc(-c2nn(-c3ccccc3)cc2C(=O)NCC(c2cccs2)N2CCOCC2)cc1 (stereo not given)	-5	7	-7	4	6	6	-7	25
CN(CC(=O)Nc1ccc(N2CCOCC2)cc1)C(=O)Cc1ccccc1	-6	-5	-2	10	6	-6	2	-11
O=C(CCn1c(=S)oc2ccccc21)Nc1ccccc1Br	0	4	-6	8	5	6	5	12
COc1ccc(/C=C2\SC(=S)N(CCC(=O)N3CCOCC3)C2=O)cc1	-5	-11	-13	-1	-7	-3	-20	6
Cc1ccc(/C(O)=C2\C(=O)C(=O)N(c3cc(C)on3)C2c2cccc(Cl)c2)cc1 (stereo not given)	0	1	3	9	-1	5	1	3
CC(=O)c1csc(-c2cccc(-c3nc4ccc(Cl)cn4c3NC3CCCCC3)c2)c1	1	13	10	-43	-20	0	-7	15
COc1cccc(N(C(=O)Cc2cccs2)C(C(=O)NC2CCCC2)c2ccncc2)c1 (stereo not given)	-4	11	0	11	1	-11	11	0
CC(O)CC(=O)NOCc1ccccc1 (stereo not given)	-4	-1	6	12	/	/	/	5
COc1cc(/C=C/C(=O)Nc2cc(C(F)(F)F)ccc2Cl)cc(OC)c1OC	3	12	5	19	15	2	5	10
COc1cccc(C(=O)N2N=C(c3ccccc3)CC2(O)C(F)(F)F)c1 (stereo not given)	-3	4	-6	8	-9	-10	-10	19
CCOC(=O)CSc1nnc(-c2nnc(SCC(=O)OCC)n2CC)n1CC	-2	2	-11	1	-12	-9	-8	0
c1ccc(-c2cc3ccccc3nc2N2CCCC2)cc1	-2	-1	11	-14	5	1	-5	9
CN=C1SC(CC(=O)Nc2cccc(Cl)c2Cl)C(=O)N1C (stereo not given)	-5	1	-2	-11	6	-7	1	-4
CS(=O)(=O)N1CCc2cc(C(=O)N3CCCCC3)ccc21	-4	2	-1	0	0	-1	1	-3
O=C(Cn1nc(-c2cccc(Cl)c2)ccc1=O)Nc1ccccc1Br	-4	4	-2	13	3	20	8	-3
COC(=O)/C(=N/Nc1ccccc1C)N1CCCc2ccccc21	-5	6	3	-22	-2	-1	1	0
Cc1nc(NS(=O)(=O)c2ccc(Br)cc2)c2c3c(sc2n1)CCC3	3	25	9	3	5	6	1	5
CCCCCC1C/C(=N\O)C=C(C)C1C(=O)OC (stereo not given)	-1	-1	-8	-1	1	3	-2	1
C(/CCc1ccccc1)=N\Nc1nc2ccccc2[nH]1	-11	-6	34	-12	-9	-67	27	13
N#CCSc1nnc(N)s1	-3	-4	-5	-16	-7	-21	-5	-1
NC(=O)CNC(=O)c1ccc(Cl)cc1	-6	-28	2	8	3	6	3	-10
O=C(Nc1ccccc1C(=O)Nc1ccc2c(c1)OCO2)c1cccs1	4	1	-3	2	-3	0	-3	14
O=C(O)c1cccc(S(=O)(=O)N2Cc3ccccc3C2)c1	-7	47	4	16	1	11	4	7
O=C1CN(c2ccccc2Cl)C(=O)CN1c1ccccc1Cl	-6	5	-5	1	5	7	4	-11
CC(=O)c1ccc(N2CCN(C(=O)Nc3ccc(Cl)cc3)CC2)cc1	-14	40	4	19	16	14	-1	2
CCn1c(SCC(=O)Nc2ccccc2)nnc1C1CCCCC1	4	-3	6	-7	0	2	5	11
COc1ccc(CCNC(=O)c2nnn(CC(=O)Nc3ccccc3)c2N)cc1OC	-2	-4	4	11	10	-9	-2	-8
Cc1cccc(N2C(=O)C(O)=C(C(=O)c3cccs3)C2c2ccc(F)cc2)n1 (stereo not given)	-8	-7	7	3	-8	-18	-3	11
CC(=O)Nc1ccc(S(=O)(=O)NC(C)C(=O)OCC(=O)NC2CCCC2)cc1 (stereo not given)	5	0	-5	14	-8	1	-11	-4
CCCCC(C(=O)NC1CCCC1)N(C(=O)c1snc(C(N)=O)c1N)c1ccc(C)cc1 (stereo not given)	-6	23	-2	12	26	-1	-13	27
COC(=O)[C@@H]1C[C@@H](C(=O)O)[C@H](C)C1(C)C	-6	-7	-7	19	1	9	-6	-7

Remaining list, next part.
Structure	HKDC1 inhibitor	Gli-Sufu block	SENP7 inh	697 NFkB inh	UBC13 polyUb	Jurkat NFkB inh	SENP8 inh	Apaf1 inhib
CCOc1ccc(NC(=S)N2C3CCCC2CC(NC(=O)C2CC2)C3)cc1 (stereo not given)	1	-9	7	-14	0	-10	1	-3
CC[C@@]12C(=O)N(c3cccc(Br)c3)C(=O)N1[C@H](c1ccc(OC)cc1)[C@@H]1C(=O)N(C(C)(C)C)C(=O)[C@@H]12	0	-2	-3	5	26	0	5	0
N#CCCN(C(=O)Nc1ccc(Cl)cc1)c1ccccc1	-5	2	-2	27	10	22	-5	-14
CC(C)Cc1nnc(NC(=O)CCNC(=O)c2ccco2)s1	-1	-11	-3	-1	2	-2	-5	4
COc1ccc(C(=O)NCCCn2ccnc2)cc1	-2	-2	-9	-8	0	-4	-17	-2
